# Screening data from PubChem BioAssay.
# Anthrax LF prot – inhibitors of Bacillus anthracis lethal factor protease | multiplex microsphere protease cleavage assay, LF | inhibition, % at 10 µM | hit rate 0.12% among 360,000 | AID 588501; further: plate controls were buffer without enzyme for full effect and enzyme alone for no effect
# Target sequence (P15917 whole entry, looked up): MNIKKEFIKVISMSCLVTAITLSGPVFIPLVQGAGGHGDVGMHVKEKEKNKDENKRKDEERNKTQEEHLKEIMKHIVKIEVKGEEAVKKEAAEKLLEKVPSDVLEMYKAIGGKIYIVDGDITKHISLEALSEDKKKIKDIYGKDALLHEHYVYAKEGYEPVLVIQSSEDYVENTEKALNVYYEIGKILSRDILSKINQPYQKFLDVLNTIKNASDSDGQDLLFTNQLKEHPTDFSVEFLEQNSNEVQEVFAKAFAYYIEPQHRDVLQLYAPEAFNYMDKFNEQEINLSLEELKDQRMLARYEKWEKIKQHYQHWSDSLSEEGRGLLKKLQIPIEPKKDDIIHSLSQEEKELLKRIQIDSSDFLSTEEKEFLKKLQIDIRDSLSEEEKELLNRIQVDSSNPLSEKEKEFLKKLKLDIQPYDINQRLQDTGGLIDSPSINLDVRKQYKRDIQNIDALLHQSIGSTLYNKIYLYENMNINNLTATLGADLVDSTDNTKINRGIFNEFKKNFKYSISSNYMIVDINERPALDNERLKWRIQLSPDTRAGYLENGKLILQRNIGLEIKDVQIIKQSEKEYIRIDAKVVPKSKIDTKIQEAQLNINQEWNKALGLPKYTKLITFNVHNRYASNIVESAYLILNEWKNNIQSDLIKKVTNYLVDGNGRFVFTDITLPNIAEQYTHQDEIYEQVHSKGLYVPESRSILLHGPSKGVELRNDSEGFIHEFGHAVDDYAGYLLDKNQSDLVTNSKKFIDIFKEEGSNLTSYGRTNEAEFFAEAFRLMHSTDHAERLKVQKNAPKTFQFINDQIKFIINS
# PfHsp40 yeast – rescue of PfHsp40-mediated yeast toxicity; S. cerevisiae expressing PfHsp40, growth rescue, ATP luminescence; growth rescue, % at 12.5 µM; hit rate 0.68% among 340,000; in the data active means growth rescue above about 28%, passing the limit was not always enough; inconclusive means no clear call, values can overlap the other calls;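 further: yeast W303a lacking pdr1 and pdr3 grown in galactose medium; growth measured after three days at 30 °C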
# BoNT A protease – inhibitors of Botulinum neurotoxin A light chain protease; multiplex microsphere protease substrate cleavage, flow cytometry; inhibition, % at 10 µM; hit rate 0.17% among 360,000; AID 588499; further: plate controls were buffer without enzyme for full effect and enzyme alone for no effect
# PrPC TRFRET – inhibitors of human cell surface prion protein PrPC. inhibition, % at 13.8 µM. TR-FRET read-out. hit rate 0.43% among 370,000. P04156; in the data active means inhibition above about 24%; further: 0% = median of the test wells and 100% = reference compound wells
# BoNT F protease – inhibitors of Botulinum neurotoxin F light chain protease. Multiplex microsphere protease cleavage assay, flow cytometry. inhibition, % at 10 µM. AID 588497. hit rate 0.22% among 360,000; in the data active means inhibition above about 35%, passing the limit was not always enough; inconclusive means no clear call, values can overlap the other calls; further: plate controls were buffer without enzyme for full effect and enzyme alone for no effect
# FadD28 binding – inhibitors of Mycobacterium tuberculosis FadD28 bisubstrate binding; FadD28 bisubstrate probe binding, fluorescence polarization; inhibition, % at 12.5 µM; hit rate 0.22% among 360,000; in the data active means inhibition above about 8.5%, passing the limit was not always enough; inconclusive means no clear call, values can overlap the other calls
# Yp Topo-I inh – blocks Yersinia pestis topoisomerase I activity; Y. pestis Topo-I cleavage product accumulation, plate reader; activity, % at 10 µM; hit rate 0.064% among 360,000; in the data active means activity above about 50%, passing the limit was not always enough; inconclusive means no clear call, values can overlap the other calls; further: inactives centre near 2
# TcdB inh – blocks C. difficile toxin B glycohydrolase activity; TcdB glycohydrolase enzymatic assay, plate reader; inhibition, % at 9.99 µM; hit rate 0.24% among 350,000; P18177; in the data active means inhibition above about 10%
# CCHF vOTU inh – CCHFV vOTU protease inhibition | Pep-AMC fluorescence | inhibition, % at 11.5 µM | hit rate 0.55% among 370,000; in the data active means inhibition above about 30%; further: 0% = vehicle wells with enzyme and 100% = no enzyme wells
# An asterisk follows results filed as active; ? = inconclusive; nt = not tested or not shown. Unless noted, no stated cut-off is given here; in the data, active means inhibition above about 30%; inconclusive means no clear call, values can overlap the other calls; inactive means below that.
no.	SMILES	Anthrax LF prot	PfHsp40 yeast	BoNT A protease	PrPC TRFRET	BoNT F protease
1	COc1ccc(C(CNC(=O)c2ccc3c(c2)OCCO3)N(C)C)cc1 (stereo not given)	-5	0.3	0.6	-3	10
2	C[C@]12CC[C@H](O)C[C@@H]1CC[C@@H]1[C@@H]2CC[C@]2(C)C(=O)CC[C@@H]12	7	3.7	0.1	7	-5
3	COC(=O)c1cc(NC(=O)CSc2nc(C)cc(=O)[nH]2)cc(C(=O)OC)c1	2	0.4	0.7	-1	0
4	COc1nc(N2CCOCC2)nc(-n2cccc2)n1	-1	-0.1	-0.8	-13	-8
5	CCCN1C(=O)SC(CC(=O)Nc2cccc3ccccc23)C1=O (stereo not given)	-2	0.0	0.4	-5	5
6	CC(=O)Nc1ccc(S(=O)(=O)N(Cc2cccnc2)Cc2cc3ccc(C)cc3[nH]c2=O)cc1	2	0.5	3.3	6	9
7	Cc1nc(N2CCN(C(=O)c3ccco3)CC2)[nH]c(=O)c1C	-5	-1.6	-3.3	6	-44
8	Cc1ccc(C(=O)OCC(=O)NCc2ccco2)cc1C	-4	1.0	-0.5	7	0
9	O=C(NCCc1cccs1)c1ccc(Cl)c(Cl)c1	2	-0.2	0.0	0	-2
10	CCCn1c(N)c(N(CCOC)C(=O)c2cccc(Cl)c2)c(=O)[nH]c1=O	-3	16	1.3	1	7
11	Cc1cccc(-c2cc(C(=O)Nc3ccncc3)c3ccccc3n2)c1	-1	-1.5	-4.7	-9	-3
12	O=C(/C=C/c1ccccc1Cl)NC(=S)Nc1ccccc1C(=O)NC1CCCCC1	8	1.7	0.0	6	0

no.	FadD28 binding	Yp Topo-I inh	TcdB inh	CCHF vOTU inh
1	-0.8	1	0.8	4
2	-1.3	2	0.9	11
3	-1.6	7	1.1	-18
4	-3.8	4	1.3	12
5	-1.8	-5	nt	4
6	-7.9	12	1.8	-8
7	-4.3	3	-6.7	-3
8	-3.1	1	1.2	4
9	-4.9	17	1.7	-13
10	-4.8	2	0.4	7
11	-6.2	-3	0.1	19
12	-4.9	5	nt	-7

# Other structures.
no.	SMILES	Anthrax LF prot	PfHsp40 yeast	BoNT A protease	PrPC TRFRET	BoNT F protease
13	CC(=O)N(CC(C)C(=O)O)c1c(I)cc(I)c(N)c1I (stereo not given)	0	-1.3	-1.4	8	-10
14	COc1ccc(S(=O)(=O)N2CCCC(C(=O)NCc3ccccc3)C2)cc1 (stereo not given)	-7	-1.1	-2.7	12	-9
15	COc1ccccc1Cn1nnc2c(=O)[nH]c(C3CCN(C(=O)c4ccccc4Cl)CC3)nc21	0	0.9	-0.1	2	7
16	CCc1nnc(NC(=O)CSc2ccc(-c3nc4ccc(C)cc4[nH]3)cn2)s1	-1	0.5	0.2	-6	5
17	COc1ccc(OC)c(NC(=O)C2C3C=CC(C3)C2C(=O)NCc2cccnc2)c1 (stereo not given)	-3	-1.5	0.4	3	2
18	CC(C)NC(=O)COc1coc(CN2CCN(Cc3ccccc3)CC2)cc1=O	-3	1.9	-0.6	-2	-5
19	Cc1cc(C)n2c(SCC(=O)Nc3cc(C)on3)nnc2n1	1	-0.6	1.0	-2	28
20	NS(=O)(=O)c1ccc(CCNC(c2ccccc2)c2ccccc2)cc1	-2	-1.3	-2.1	-2	-20
21	Cc1ccc(-n2ncc3c2CC(C)(C)CC3NC(=O)CCc2ccncc2)cc1 (stereo not given)	-1	-0.6	-1.8	1	5
22	CCn1cc(C(=O)NCCCOC(C)C)c(=O)c2cc(S(=O)(=O)N3CCOCC3)ccc21	5	-1.7	-0.8	-5	-3
23	O=C(c1ccccc1-c1nc2ccccc2[nH]1)N1CCCCC1	1	-0.6	-0.6	1	-10
24	Cc1ccc(NC(=O)COC(=O)C2(CC(=O)NC(C)C)CCCC2)cc1C	9	0.9	0.3	-1	5

no.	FadD28 binding	Yp Topo-I inh	TcdB inh	CCHF vOTU inh
13	-1.9	-6	0.6	9
14	-2.2	4	0.6	5
15	-3.1	9	nt	3
16	-7.8	18	nt	2
17	-2.2	9	1.2	-9
18	-2.1	-3	0.5	11
19	-1.7	2	nt	-6
20	-2.7	9	0.5	-4
21	0.2	23	0.6	7
22	-1.4	7	1.7	3
23	-1.7	-3	nt	13
24	-1.8	24	-0.5	13

# (listing goes on)
no.	SMILES	Anthrax LF prot	PfHsp40 yeast	BoNT A protease	PrPC TRFRET	BoNT F protease
25	Cc1csc(SCCn2c(N3CCCC3)nc3c2c(=O)[nH]c(=O)n3C)n1	1	-0.8	0.5	-2	8
26	Nc1ncnc2c(C3OC(CO)C(O)C3O)c[nH]c12 (stereo not given)	2	-1.2	-0.2	57*	-2
27	CCOc1ccc(NC(=O)c2ccc3nccnc3c2)cc1	-8	-1.2	-2.2	-19	-27
28	COc1ccc(C(=O)/C=C/C(=O)N(CC(=O)NC2CCCCC2)Cc2ccccc2)c(O)c1	-1	-0.8	1.0	6	0
29	CC(C)(C)C(=O)NC(=S)Nc1ccc(F)cc1	0	-2.3	-0.1	-5	-2
30	Cc1cc(S(=O)(=O)N2CCOCC2)ccc1OCC(=O)NCc1ccco1	6	0.4	-0.1	-5	23
31	Cc1cc(-c2ccc3ccccc3c2)n2ncnc2n1	-5	-0.9	-0.4	-5	-7
32	COc1ccc(NC(=O)c2sc3ncn(CC(=O)N4CCN(c5ccccn5)CC4)c(=O)c3c2C)cc1OC	-3	-1.6	-0.8	-12	0
33	CCOc1ccccc1NC(=S)N(CCN(C)C)C(C)c1ccncc1 (stereo not given)	-6	0.4	-1.4	6	5
34	COc1ccc(OC)c(C(=O)COC(=O)CNC(=O)C2CCCCC2)c1	-11	-2.0	-2.6	5	-40
35	COc1ccc(N=C2SC(CC(=O)Nc3ccccc3F)C(=O)N2Cc2ccco2)cc1 (stereo not given)	0	1.2	0.1	-1	0
36	O=C(OCC(=O)N1CCCc2ccccc21)c1ccccc1[N+](=O)[O-]	-6	-2.2	-6.7	1	-17

no.	FadD28 binding	Yp Topo-I inh	TcdB inh	CCHF vOTU inh
25	-2.1	5	nt	-7
26	-3.0	-3	1.4	-15
27	-2.4	-4	nt	4
28	-0.7	-3	0.4	-4
29	-1.6	6	1.0	16
30	-0.1	4	0.5	2
31	-1.7	-9	1.3	-8
32	-0.7	26	0.2	-9
33	-1.0	2	2.0	4
34	-1.5	3	nt	-2
35	-1.0	-4	nt	0
36	-2.0	14	2.4	-5

# Next section:
no.	SMILES	Anthrax LF prot	PfHsp40 yeast	BoNT A protease	PrPC TRFRET	BoNT F protease
37	CCc1nnc(NC(=O)CSc2nc3cc4c(cc3cc2C)OCCO4)s1	-1	-0.8	2.5	-5	0
38	Cc1ccc(NC(=O)Cn2cnc3c(NCc4ccccc4)ncnc32)cc1C	6	-0.2	0.5	7	4
39	Cc1ccc(NC(=S)N/N=C2\CC(C)(C)Oc3ccc(O)cc32)cc1	-1	-0.5	0.1	-6	-7
40	COCCNC(=O)C(c1ccc(O)cc1)N(Cc1ccccc1)C(=O)CCC(=O)Nc1ccccn1 (stereo not given)	2	0.0	-0.4	-2	6
41	O=C(Nc1ccc(F)cc1)Nc1nnc(Cc2ccccc2F)s1	17	0.2	-2.3	-3	24
42	CCOc1cc(/C=N/N=C2/NC(=O)C(CC(=O)O)S2)ccc1OCc1ccc(Cl)cc1Cl (stereo not given)	6	1.3	0.9	nt	5
43	CCOC(=O)c1ccc(N2C(=O)CC(N3CCC(C(=O)OCC)CC3)C2=O)cc1 (stereo not given)	-8	?	-0.5	5	-5
44	Cc1ccc(C)c(S(=O)(=O)N2CCCOC2CNC(=O)C(=O)NC2CC2)c1 (stereo not given)	0	1.4	-0.7	-2	4
45	COC(=O)c1sc(NC(=O)C2CCCCC2C(=O)O)c(C(=O)OC)c1C (stereo not given)	0	-0.5	-0.1	27*	3
46	CCN(CC)c1nc2c(c(=O)n(C)c(=O)n2C)n1CC(=O)c1ccccc1	nt	0.1	nt	1	nt
47	CNC(=O)c1c(NC(=O)CCS(=O)(=O)c2ccc(F)cc2)sc(C)c1C	-4	-2.6	0.7	4	0
48	COc1ccc(CCN(C)C(=O)c2c(C)noc2C)cc1OC	-1	-0.1	-0.3	2	-10

no.	FadD28 binding	Yp Topo-I inh	TcdB inh	CCHF vOTU inh
37	0.2	11	nt	3
38	-1.0	6	-0.3	-1
39	-2.7	-13	-0.1	-4
40	-2.2	-3	1.3	10
41	-3.3	14	0.4	-9
42	-2.5	24	nt	nt
43	-1.3	9	nt	-1
44	-3.0	-5	2.0	7
45	-3.5	0	nt	11
46	-2.8	-9	0.1	-2
47	-0.6	5	1.3	-8
48	-0.4	0	0.6	-3

# Other entries follow:
no.	SMILES	Anthrax LF prot	PfHsp40 yeast	BoNT A protease	PrPC TRFRET	BoNT F protease
49	CCN(CC)c1ccc(C2Nc3cccc4cccc(c34)N2)cc1	-20	-0.8	-0.5	-6	?
50	Cc1ccc(NC(=O)CSCc2nc3c(nnn3Cc3ccc(F)cc3)c(=O)[nH]2)c(C)c1	-3	0.2	0.2	6	4
51	CCOC(=O)c1cnc(Nc2ccc(OCC)cc2)nc1C	-3	2.1	0.5	-6	-5
52	Cc1ncccc1C(=O)N1CCCC(CNC(=O)C2(c3ccc(Cl)cc3)CC2)C1 (stereo not given)	4	-1.1	0.2	0	3
53	Cc1ccc(-c2ccc(SCC(=O)Nc3cc(C)on3)nn2)cc1	1	-0.2	0.5	4	3
54	Cc1ccc(-c2nc(CN(Cc3c(C)nn(C)c3C)C(C)C)c(C)o2)o1	2	-1.5	-1.9	-8	-4
55	COC(=O)CN1C(=S)N(c2ccc(Cl)cc2)C(=O)C1CC(=O)Nc1ccc(Cl)cc1 (stereo not given)	-4	5.0	0.3	1	0
56	CN(C)C(=O)c1ccc(NC(=O)c2cc(-c3ccco3)nc3ccccc23)cc1	3	0.8	0.9	-4	3
57	CC(/C=N/NC(=O)c1cc(C(C)(C)C)[nH]n1)=C\c1ccccc1	1	-1.5	-0.4	3	-8
58	CCCC(=O)N1CCC(Cc2ccccc2)CC1	-10	0.3	0.1	-2	-3
59	O=c1ccc2ccccc2c2ccccc12	-12	nt	-0.7	8	-12
60	O=C1N/C(=N\N=C\c2cccnc2)SC1Cc1ccc(SC(F)F)cc1 (stereo not given)	nt	-1.0	nt	4	nt
61	COc1cccc(NC(=O)N2CCN(c3cccc(C)c3C)CC2)c1	3	2.0	-1.2	14	-11
62	O=C(CSc1nnc(SCc2cccc3ccccc23)s1)Nc1ccc(C(=O)O)cc1	0	-0.6	-0.3	8	3
63	COCCNC(=O)NC(=O)COC(=O)c1ccc2[nH]c3c(c2c1)CCCC3	-4	19	-0.5	0	0

no.	FadD28 binding	Yp Topo-I inh	TcdB inh	CCHF vOTU inh
49	-5.6	-35	1.3	8
50	-1.0	?	1.2	22
51	-0.2	2	nt	-10
52	-1.7	-2	0.3	-12
53	-1.8	10	-1.3	-4
54	-0.3	-5	-0.5	6
55	-6.9	-23	nt	1
56	0.4	2	0.5	-8
57	0.5	5	nt	8
58	-1.6	3	-0.7	-5
59	-2.5	nt	1.2	-9
60	-0.4	5	nt	6
61	0.7	24	nt	-4
62	-32	-12	1.1	9
63	0.5	7	0.2	-2

# Random excerpt: five entries already listed
no.	SMILES	Anthrax LF prot	PfHsp40 yeast	BoNT A protease	PrPC TRFRET	BoNT F protease
55	COC(=O)CN1C(=S)N(c2ccc(Cl)cc2)C(=O)C1CC(=O)Nc1ccc(Cl)cc1 (stereo not given)	-4	5.0	0.3	1	0
40	COCCNC(=O)C(c1ccc(O)cc1)N(Cc1ccccc1)C(=O)CCC(=O)Nc1ccccn1 (stereo not given)	2	0.0	-0.4	-2	6
18	CC(C)NC(=O)COc1coc(CN2CCN(Cc3ccccc3)CC2)cc1=O	-3	1.9	-0.6	-2	-5
43	CCOC(=O)c1ccc(N2C(=O)CC(N3CCC(C(=O)OCC)CC3)C2=O)cc1 (stereo not given)	-8	?	-0.5	5	-5
21	Cc1ccc(-n2ncc3c2CC(C)(C)CC3NC(=O)CCc2ccncc2)cc1 (stereo not given)	-1	-0.6	-1.8	1	5

no.	FadD28 binding	Yp Topo-I inh	TcdB inh	CCHF vOTU inh
55	-6.9	-23	nt	1
40	-2.2	-3	1.3	10
18	-2.1	-3	0.5	11
43	-1.3	9	nt	-1
21	0.2	23	0.6	7
